AGP1 TOR yeast = alters AGP1-GFP fluorescence in TOR pathway yeast screen; actives 0.02% (n = 320,000); GFP response vs DMSO, % at 10 µM; S. cerevisiae AGP1-GFP multiplex flow cytometry, 3 h; GFP as percent of DMSO wells;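 active = GFP response relative to DMSO above a set limit, near screen average plus 3 SD, cut at about 150% in these data; inconclusive = fewer than 70 cells counted for the yeast strain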;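 also: median GFP channel fluorescence of the gated AGP1 strain per well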
MCL1 BIM primary = inhibitors of human MCL1 binding to BIM-BH3 peptide | Q07820 | GST-MCL1 / FITC-Bim-BH3 fluorescence polarization | inhibition, % at 10.9 µM | actives 0.68% (n = 320,000);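 active = inhibition above the mean inhibition of all tested compounds plus 3 SD, set per campaign, cut at about 40% in these data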;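 also: 0% = DMSO wells and 100% = unlabeled Bim-BH3 peptide control; higher means more loss of mP so more displacement of Bim peptide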
Fam108B counter = Fam108B inhibition, counter-screen for RBBP9 inhibitors. recombinant Fam108B, FP-Rh probe fluorescence polarization. inhibition, % at 9.51 µM. actives 0.33% (n = 300,000). AID 1947;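 active = inhibition above the screen mean inhibition plus 3 SD, computed separately per campaign, cut at about 18% in these data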;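 also: inhibitors lower polarization as less probe binds the enzyme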
Bcl-xL primary = Bcl-xL (human) inhibition; Q07817; GST-Bcl-xL / FITC-Bim BH3 peptide fluorescence polarization; inhibition, % at 10.9 µM; actives 0.7% (n = 320,000); AID 2129;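 active = inhibition above the mean of all tested compounds plus 3 SD, cutoff set per campaign, cut at about 30% in these data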;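 also: 0% = DMSO wells and 100% = unlabeled Bim-BH3 peptide competitor; inhibitors lower millipolarization by displacing the labeled peptide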
MEX-5 binding = C. elegans MEX-5 TCR-2 RNA binding activity; Q9XUB2; MEX-5/FITC-TCR2 RNA binding, fluorescence polarization; hits give low values; activity score (negative = inhibition of binding), % at 10 µM; actives 0.38% (n = 300,000); AID 1832;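 active = inhibition past about -25% in most replicates, and total fluorescence under double the plate's negative control median, limit read from the data; inconclusive = replicates evenly split on the limit, or fluorescence at least double controls; inactive = too little inhibition in most replicates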;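 also: 0% = DMSO and -100% = 5 µM competing unlabeled TCR2 RNA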
Target sequence (Q9XUB2 whole entry, looked up): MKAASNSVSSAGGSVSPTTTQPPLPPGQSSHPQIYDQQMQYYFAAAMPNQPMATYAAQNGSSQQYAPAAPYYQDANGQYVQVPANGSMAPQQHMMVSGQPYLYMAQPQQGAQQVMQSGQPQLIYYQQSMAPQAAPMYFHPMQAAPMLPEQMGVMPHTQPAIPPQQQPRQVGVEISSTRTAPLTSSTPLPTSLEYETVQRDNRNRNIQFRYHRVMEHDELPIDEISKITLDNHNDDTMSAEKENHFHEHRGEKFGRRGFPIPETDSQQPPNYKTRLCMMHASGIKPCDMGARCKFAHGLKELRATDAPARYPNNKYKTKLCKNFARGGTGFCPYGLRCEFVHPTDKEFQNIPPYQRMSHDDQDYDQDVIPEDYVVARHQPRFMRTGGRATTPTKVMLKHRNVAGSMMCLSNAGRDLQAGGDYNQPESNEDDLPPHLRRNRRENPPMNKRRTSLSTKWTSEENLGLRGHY
VLA-4 inh = inhibition in a human VLA-4 binding assay | actives 0.2% (n = 330,000) | AID 2557 | VLA-4 expressing cells, ligand binding flow cytometry | P13612 | inhibition, % (about 7 µM as worked out from the volumes in the protocol); in the data active = inhibition above about 50%
GLD-1 TGE inh = GLD-1-TGE RNA interaction inhibition (C. elegans); Q17339; inhibition, % at 5.96 µM; actives 0.44% (n = 320,000); purified GLD-1 + fluorescein TGE RNA, fluorescence polarization;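 active = percent inhibition above a per-plate cutoff, the plate mean of test compounds plus 3 SD, cut at about 30% in these data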;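 also: 0% = DMSO wells with GLD-1 and probe and 100% = wells lacking GLD-1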
Target sequence (Q17339 whole entry, looked up): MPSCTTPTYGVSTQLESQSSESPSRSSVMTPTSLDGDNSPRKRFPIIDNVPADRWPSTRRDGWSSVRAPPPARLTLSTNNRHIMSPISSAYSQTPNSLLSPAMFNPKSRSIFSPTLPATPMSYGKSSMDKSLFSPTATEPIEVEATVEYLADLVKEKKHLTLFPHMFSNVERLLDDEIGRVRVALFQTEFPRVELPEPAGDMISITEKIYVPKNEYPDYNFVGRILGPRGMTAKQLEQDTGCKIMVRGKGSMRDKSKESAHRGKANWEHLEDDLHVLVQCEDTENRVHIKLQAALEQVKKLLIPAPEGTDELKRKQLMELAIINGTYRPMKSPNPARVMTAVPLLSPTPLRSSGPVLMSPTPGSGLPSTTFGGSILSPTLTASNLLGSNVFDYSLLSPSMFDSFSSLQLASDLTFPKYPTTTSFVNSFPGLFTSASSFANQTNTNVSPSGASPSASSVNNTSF
GRK2 aptamer HTS = blocks RNA aptamer binding to human GRK2. bead flow cytometry, FAM-aptamer displacement from GRK2. inhibition of aptamer binding, % at 10 µM. actives 0.59% (n = 330,000). AID 488847;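 active = inhibition of aptamer binding above 40%, roughly 3 SD of noise, on plates passing a quality check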;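 also: median bead fluorescence of bound FAM aptamer so fluorescent compounds give negative values; no value below 0 was filed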
CIT2-GFP yeast = yeast TOR pathway CIT2-GFP modulation | S. cerevisiae CIT2-GFP strain, flow cytometry, 3 h; 100 means same as DMSO wells | GFP response vs DMSO, % at 10 µM | actives 0.065% (n = 320,000) | AID 2029;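 active = GFP response relative to DMSO above a set limit, near the screen mean plus 3 SD, cut at about 150% in these data; inconclusive = Fewer than 70 cells measured for a yeast strain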;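 also: ratio of well median GFP fluorescence to mean of DMSO wells on the plate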
Numbers without * were called inactive; ? = inconclusive; nt = no result given; & = joins results of further samples; ! = not confirmed by another sample.

SMILES	AGP1 TOR yeast	MCL1 BIM primary	Fam108B counter	Bcl-xL primary	MEX-5 binding	VLA-4 inh	GLD-1 TGE inh	GRK2 aptamer HTS	CIT2-GFP yeast
Cc1ccc(/C=C(\NC(=O)c2ccc(C)cc2)c2nc(=S)[nH][nH]2)cc1	107	5	2	5	-2.8	4	9	3	99
CCCn1c(SCC(=O)N2CCN(S(=O)(=O)c3ccc(Cl)cc3)CC2)n[nH]c1=O	92	3	1	6	-2.1	-8	-2	0	88
Cc1c(Cl)cccc1NC(=S)N1CCN(C(=O)c2ccco2)CC1	93	8	5	-1	-2.6	4	-4	2	91
CCCCn1c(N)c(N(CCOC)C(=O)CCNC(=O)c2ccc(Cl)cc2)c(=O)[nH]c1=O	106	-10	-1	-4	0.6	-5	2	0	93
Cc1ccc(NC(=O)CN2CCCC2)cc1	94	-4	1	-1	1.5	3	-1	0	98
CCCCn1c(=O)c(C(C)=O)c(O)c2ccccc21	93	-2	-6	1	0.9	-13	-3	0	88
CCOc1ccc(OCCCC(=O)NCCOc2ccccc2OC)cc1	105	4	2	2	1.5	-1	1	0	99
CC(C)[C@H](NC(=O)c1ccccc1F)C(=O)OCC(=O)Nc1sccc1C(N)=O	103	nt	nt	nt	nt	-3	1	0	113
CCCN(CCC)CCNC(=O)CCC(=O)Nc1ccc2nc(N3CCN(C)CC3)cc(C)c2c1	97	7	-2	9	1.7	4	1	0	92
Cc1cc(F)ccc1S(=O)(=O)N1CCCCC1CCNC(=O)C(=O)NCCN1CCOCC1 (stereo unspecified)	106	1	2	2	0.6	0	3	0	99
O=[N+]([O-])c1ccc(CN2CCN(c3ncccn3)CC2)cc1	96	-3	-3	-1	0.3	9	0	4	99
N#C/C(=C\c1c(N2CCCCCC2)nc2ccccn2c1=O)C(N)=O	100	9	-2	4	1.2	7	6	0	109
COCCn1nnnc1C(c1cc2cc(OC)ccc2[nH]c1=O)N1CCC(Cc2ccccc2)CC1 (stereo unspecified)	67	3	-2	3	3.7	-14	-2	0	57
COc1ccc(CNC(=O)C(=O)NCC2OCCN2S(=O)(=O)c2ccc(F)cc2)cc1 (stereo unspecified)	99	1	0	-1	-0.8	1	-1	1	103
CN(CCCC1CCCC1)C(=O)c1cc(COc2ccc(F)c(F)c2)on1	100	-3	-4	-5	-1.4	0	2	0	102
Cc1cc(S(=O)(=O)NCCCN2CCOCC2)c(C)cc1Cl	90	nt	nt	nt	0.0	-5	nt	1	101
CC(C)NCC(O)COC1C2CC3CC(C2)CC1C3 (stereo unspecified)	102	2	1	6	-0.9	7	-7	0	99
CC(=O)c1ccc(S(=O)(=O)NC2CC(=O)N(c3ccc4c(c3)OCCO4)C2)cc1 (stereo unspecified)	102	3	-1	9	2.7	1	7	1	98
O=C(c1ccncc1)N1CCN(S(=O)(=O)c2ccccc2Br)CC1	99	6	nt	8	nt	-1	6	4	94
CCN1CCCC1CNC(=O)C1c2ccccc2C(=O)N(CCOC)C1c1ccc(F)cc1 (stereo unspecified)	95	4	-2	5	3.2	0	-2	0	98
CCN(Cc1ccc(O)cc1)CC1CCCN(CCc2cccc(F)c2)C1 (stereo unspecified)	110	3	6	3	1.8	-1	5	0	109
CC(Oc1ccccc1)C(=O)Nc1ccc(S(=O)(=O)Nc2nccs2)cc1 (stereo unspecified)	99	1	-2	4	-2.5	-7	2	0	108
Cc1ccc(S(=O)(=O)N2CCSC2=Nc2ccccc2)cc1	91	-2	-5	-5	-0.2	-6	3	1	80
CCCN(CC(=O)Nc1ccccc1C)C(=O)c1ccc(-c2ccc(C(C)=O)cc2)o1	104	-2	1	0	2.5	7	-10	0	93
CCOc1ccc(/C=N/NC(=O)C2CCCC2)c(OCC)c1	116	2	-2	7	2.0	4	3	0	116
Cc1ccc(C(=O)NNC(=S)NC(=O)COc2ccccc2)cc1	91	15	1	2	1.2	5	-5	5	97
Cc1ccc(C(=O)N/C(=C\c2cn(C)c3ccccc23)C(=O)NCCN2CCOCC2)cc1	?	-9	2	-7	-1.7	5	-39	4	?
CSC1=NCCN1C(=O)Cc1cccs1	105	-1	0	1	-0.5	-21	-1	6	100
CC1CCC2(CC1)C(Nc1cccc(Cl)c1)=NC(=S)N2CC#N (stereo unspecified)	98	17	-6	8	-0.6	2	2	0	98
Cc1cc(C)c(NC(=O)CN2CCN(c3ccccn3)CC2)c(C)c1	114	-6	-4	0	-1.7	-7	-7	4	113
COc1ccc(/C=N/N(Cc2ccccc2)c2ccccc2)cc1O	93	-5	0	0	0.8	11	5	0	90
Cc1nnc(SCCCN2C(=O)c3ccccc3C2=O)o1	96	6	3	1	0.2	3	-4	15	nt
COc1ccc(OC)c(CC(=O)Nc2cc(S(=O)(=O)N3CCCCC3)ccc2C)c1	104	1	nt	2	nt	4	-1	4	99
CC(C)NC(=O)CSc1ncccc1-c1nc2ccccc2[nH]1	95	4	0	-14	1.1	14	10	2	104
O=C(N/N=C/c1cccnc1)c1[nH]ncc1Br	113	-1	-2	6	-0.4	-1	0	0	109
O=C(c1cc2ccccc2o1)c1nc2c(n1O)CCCCC2	95	-12	-1	-1	1.4	-2	-6	0	88
COc1ccc(-c2c(C#N)c(N)nc3sc(C(=O)c4ccc(C)cc4)c(N)c23)cc1	100	-6	2	-4	-10	7	-3	5	100
CCSc1nnc(NC(=O)c2cccnc2Cl)s1	86	-6	-7	-2	0.5	-3	0	10	81
CC1CCC(NC(=O)C2CCN(c3c4c(nc5ncnn35)CCC4)CC2)CC1 (stereo unspecified)	104	6	-3	5	0.4	5	7	0	114
Cc1ccc(OCC(=O)Nc2ccc3c(c2)OC(F)(F)O3)c([N+](=O)[O-])n1	72	-6	-3	2	-0.3	8	0	0	86
CCSc1nc2cc(S(=O)(=O)N3CCOCC3)ccc2o1	96	nt	nt	nt	nt	11	4	0	87
CC1CCC2(CC1)NC(=O)N(CC(=O)NCCc1c[nH]c3ccccc13)C2=O (stereo unspecified)	101	-5	nt	-4	nt	-4	2	0	105
COc1ccc(N2CCN(C(=O)c3ccc(COc4ccc5c(C)cc(=O)oc5c4)cc3)CC2)cc1	95	8	9	6	-0.5	2	-9	0	104
COc1ccc(Cl)cc1NC(=O)CN(C)C(=O)c1cc2c(s1)CCC(C)C2 (stereo unspecified)	90	2	-6	3	-2.3	12	-3	5	93
COC(=O)Nc1cccn(Cc2c(Cl)cccc2Cl)c1=O	100	0	0	-3	1.4	2	-3	0	86
Cc1nc(NC(=O)CCN2C(=O)C3CC=CCC3C2=O)sc1C (stereo unspecified)	93	1	0	2	-0.4	15	4	4	107
O=C(Nc1ccccc1F)Nc1cc(Cl)ccc1-n1cncn1	101	3	3	-1	-0.5	-3	-10	1	100
COc1ccc(Cc2nc3ccc(C(=O)N4CCC[C@H]4CO)cc3o2)cc1	101	2	-4	3	-0.8	-5	-3	nt	104
O=C(Nc1sc2c(c1C(=O)c1ccccc1)CCCC2)c1cccnc1	104	11	-3	5	-0.8	17	-3	1	112
c1cncc(CNc2ncnc3sc4c(c23)CCCC4)c1	98	-2	3	6	-2.4	8	-2	1	98
NS(=O)(=O)c1ccc(CCNC(=O)CN2C(=O)NC(c3ccccc3)(c3ccccc3)C2=O)cc1	105	nt	nt	nt	nt	2	2	0	94
COCC(=O)Nc1nnc(Cc2ccc(OC)cc2)s1	99	4	2	3	0.3	-7	-9	0	96
NS(=O)(=O)c1ccc(CCNC(=O)C(=O)NCC2OCCN2S(=O)(=O)c2cc(F)ccc2F)cc1 (stereo unspecified)	107	4	-1	4	2.1	-22	-9	0	123
CCOc1cccc(CN2CCC(Oc3ccc(C(=O)NCc4ccccn4)cc3)CC2)c1	96	4	0	2	1.7	17	-3	0	102
CN(C)CCCN1C(=O)c2oc3ccccc3c(=O)c2C1c1cccs1 (stereo unspecified)	102	5	-5	9	nt	15	3	3	101
COc1ccc(N(CC(=O)NCc2ccco2)S(=O)(=O)c2c(C)nn(C)c2C)cc1	105	2	-7	8	-1.2	-14	6	0	110
C/C(=N\NC(=O)C1CC1)c1ccccc1Br	86	nt	nt	nt	2.4	3	nt	1	82
Cc1ccc(CN2C(=O)CSC2c2ccc(F)cc2)cc1 (stereo unspecified)	94	5	-3	5	0.1	5	8	0	101
Cc1ccc(O)c([C@H](CCN(C(C)C)C(C)C)c2ccccc2)c1	88&93	5&1	-1&-4	2&6	1.0&-0.6	53*!	6&4	1&0	80&105
CCOCC(=O)Nc1nc(-c2ccccc2)c(CC)s1	96	6	4	1	2.6	4	-2	2	93
COc1cc(/C=N\Nc2ccc([N+](=O)[O-])cn2)ccc1OCC(=O)O	110	-10	2	-8	-3.8	12	-4	0	111
Cc1nn(-c2ccccc2)c(N2CCCC2)c1/C=N/Nc1ccc(S(=O)(=O)Nc2ccccc2)cc1[N+](=O)[O-]	94	3	13	3	-2.8	25	0	4	99
NC(=O)c1ccc[n+]([C@H]2O[C@@H](COP(=O)([O-])OP(=O)(O)OC[C@H]3O[C@@H](n4cnc5c(N)ncnc54)[C@H](O)[C@@H]3O)[C@H](O)[C@@H]2O)c1	92	1	-6	4	nt	-8	6	0	91

From PubChem BioAssay
